# Compound activity: PubChem BioAssay, National Center for Advancing Translational Sciences (NCATS)
# DRD3 agonist = activates the human D3 dopamine receptor; D3R DiscoveRx beta-arrestin cells, luminescence, 90 min; max activation, %; actives 0.58% (n = 410,000); AID 652048; in the data active means max activation above about 30%; further: 0% is about no effect; mostly tested at two doses, the higher about 12 µM
# Target sequence (P35462 whole entry, looked up): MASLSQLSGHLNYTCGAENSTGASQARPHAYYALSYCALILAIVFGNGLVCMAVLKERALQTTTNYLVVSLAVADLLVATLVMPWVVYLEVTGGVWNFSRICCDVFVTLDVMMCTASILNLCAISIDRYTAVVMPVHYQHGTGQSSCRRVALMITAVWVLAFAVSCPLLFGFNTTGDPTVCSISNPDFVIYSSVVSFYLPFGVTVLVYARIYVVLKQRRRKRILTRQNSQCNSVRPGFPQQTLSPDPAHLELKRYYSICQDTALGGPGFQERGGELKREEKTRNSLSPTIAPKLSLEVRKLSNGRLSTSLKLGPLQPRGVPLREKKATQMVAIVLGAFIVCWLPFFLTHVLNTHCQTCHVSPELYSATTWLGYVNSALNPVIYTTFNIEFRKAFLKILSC
#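 Agonist mode: compounds and dopamine controls were applied to plated cells for 90 min at 37 degrees C after an overnight attachment at 1500 cells/well. Luminescent read-out followed 30 - 60 minutes at room temperature with DiscoveRx detection reagent.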
# SW480 rereplic = DNA re-replication induction in SW480 cells | SW480 DNA re-replication, Hoechst DNA content imaging, 48 h | Potency, µM (series often up to 46.1 µM), inactives show at the highest dose re-replication activation, hits mostly activators | actives 1.8% (n = 340,000); further: potency means the concentration at half of the fitted maximal effect; % of control where 0% means no effect; nearly all actives have a fitted effect of over 55% in size
#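 Readout is total intensity of Hoechst-stained nuclei, excited at 405 nm and collected at 500-530 nm. Compound treatment lasted 48 hr at 37 C in 5% CO2 before staining.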
# MCF10A rerep = induces DNA re-replication in MCF 10a normal breast cells; Potency, µM (titrated, usually from 46.1 µM), for inactives: top-dose activity, positive = re-replication, most hits filed as activators; MCF 10A DNA re-replication, Hoechst nuclear intensity, 48 h; actives 2.9% (n = 350,000); AID 624296; further: potency means the concentration at half of the fitted maximal effect; % of control where 0% means no effect; nearly all actives have a fitted effect of over 50% in size
# HT1080-NT tox = kills 2HG-producing HT-1080-NT fibrosarcoma cells. HT-1080-NT fibrosarcoma viability, CellTiter-Glo ATP luminescence, 48 h. Potency, µM (top dose mostly 46.1 µM), for the others: at the top dose activity, negative = less viability, actives largely listed as cytotoxic. actives 1.6% (n = 360,000). AID 686970;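 further: NT is the 2HG producing partner of a matched IDH1 knockdown line; potency means the concentration at half of the fitted maximal effect; 0% = DMSO-treated cells and -100% = media-only wells without cells; nearly all actives have a fitted effect of over 55% in size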
#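 A 48-hour cytotoxicity screen used HT-1080-NT cells plated 2 hours before compound delivery. ATP-based CellTiter-Glo luminescence measured viability, normalized to DMSO and no-cell controls.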
# KB-3-1 tox = kills parental KB-3-1 adenocarcinoma cells; KB-3-1 viability, CellTiter-Glo ATP luminescence, 72 h; Potency, µM (highest dose often 46.1 µM), for the others: at the highest dose activity change, negative = cytotoxic, usual class: cytotoxic; actives 1.4% (n = 400,000); AID 1347075; further: potency means the concentration at half of the fitted maximal effect; on the % scale 0 is the no-effect control and ±100 the full control effect; nearly all actives have a fitted effect of over 60% in size
#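 Cytotoxicity measured as CellTiter-Glo luminescence after 72 h at 37 C. Compound titrations were pinned onto drug-naive KB-3-1 parental adenocarcinoma cells grown in DMEM with 10% FBS, and normalized data fitted to concentration-response curves.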
# GLP1R cytotox = cytotoxicity in counter-screen for GLP-1R inverse agonists. actives 0.13% (n = 410,000). HEK293 cAMP-luciferase reporter cells, luminescence, 24 h. AID 624418. Potency, µM (titrated, usually from 38.3 µM), inactives show top-dose activity change, negative = inhibition, most hits filed as inhibitors;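 further: loss of luciferase light is scored as toxicity; potency means the concentration at half of the fitted maximal effect; on the % scale 0 is the no-effect control and ±100 the full control effect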
#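 Seeding density was 200 cells/uL; after overnight-length (12 h) culture, 23 nL compounds went on for 24 h at 37 °C. Readout used a luciferase detection reagent, luminescence taken after 12 min at room temperature.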
# HT1080 IDH1KD tx = toxicity to HT-1080 IDH1 knockdown cells (counter line) | HT-1080 IDH1 knockdown viability, ATP luminescence, 48 h | Potency, µM (series often up to 46.1 µM), inactives show at the top dose activity, negative = toxicity, most hits filed as cytotoxic | actives 2% (n = 360,000) | AID 686971;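 further: potency means the concentration at half of the fitted maximal effect; 0% = DMSO wells and -100% = cell-free medium wells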
#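 Cytotoxicity counter-line: IDH1KD HT-1080, 48 h, CellTiter-Glo. Curves classed by r2, magnitude and activity.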
# KB-V1 cytotox = kills drug-selected multidrug resistant KB-V1 cells; KB-V1 MDR cells viability, CellTiter-Glo, 72 h; Potency, µM (doses to about 46.1 µM), for inactives: at the highest dose activity change, negative = cytotoxicity, usual class: cytotoxic; actives 3.4% (n = 400,000); AID 1347076; further: potency means the concentration at half of the fitted maximal effect; on the % scale 0 is the no-effect control and ±100 the full control effect; nearly all actives have a fitted effect of over 60% in size
#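 Compound-treated KB-V1 multidrug-resistant cells, 72 h, 37 degrees C; viability by CellTiter-Glo. Fitted qHTS curves give the values.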
# IL-1B inflam inh = inhibitors of inflammasome signaling (IL-1 beta secretion) | THP-1 LPS/ATP IL-1B secretion, AlphaLISA, 16 h; active compounds read low | activity change, % at 57.5 µM | actives 4.7% (n = 360,000) | AID 743279; in the data active means activity change below about -50%; inconclusive means mostly about -30% to -49%; further: on the % scale 0 is the no-effect control and ±100 the full control effect
#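 Secreted IL-1B measured by AlphaLISA bead assay after 16 h compound exposure of THP-1 cells; compounds (final up to 57.5 uM) added 1 h before LPS (250 ng/mL) and ATP (1.25 mM) stimulation; lower signal means less secretion.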
# * hit, by the source's call; ? = inconclusive; nt = not tested or not shown; & = joins results of further samples; [ ] = remark or other dose. Unless noted, the call rests on the fitted dose curve; in most records, active means well fitted curve in the direction sought with a large enough effect; inconclusive means small, poorly fitted or top-dose-only effect, or another doubt; inactive means no such curve, though single readings can be large; an effect the other way counts as inactive or inconclusive.
canonical_smiles	DRD3 agonist	SW480 rereplic	MCF10A rerep	HT1080-NT tox	KB-3-1 tox	GLP1R cytotox	HT1080 IDH1KD tx	KB-V1 cytotox	IL-1B inflam inh
C=CCN(CC=C)S(=O)(=O)c1ccc2nc(NC(=O)C(C)C)sc2c1	-11	?	8.2µM*	3.7µM*	3.7µM*	-38%	7.3µM*	?	28
Cc1cc2nc(C(C)(C)C)c(Cc3ccsc3)n2c(C)c1Br	2	nt	nt	29µM*	-5%	9%	?	-15%	69
O=C(CCS(=O)(=O)c1cccc2nonc12)NCc1ccc(Cl)cc1	-1	-7%	1%	0%	14%	0%	-1%	-14%	-2
CN(CC(=O)Nc1ccc(F)cc1[N+](=O)[O-])C1CCS(=O)(=O)C1 (stereo unspecified)	4	-20%	6%	4%	4%	2%	4%	14%	14
COc1ccc(NC(=O)c2[nH]nc3c2CSc2ccccc2-3)c(OC)c1	2	nt	nt	nt	4%	-3%	nt	?	nt
COc1ccc(N2CCN(Cc3nnc(-c4ccccc4)o3)CC2)cc1	3	?	3%	7%	-21%	5%	0%	-21%	36
Cc1ccc(S(=O)(=O)NC(=O)C2(C)CCN2C(=O)Cc2ccc(C(C)(C)C)cc2)nc1 (stereo unspecified)	11	nt	nt	20%	0%	8%	18%	4%	23
O=C(O)C(=Cc1cc2c(cc1[N+](=O)[O-])OCO2)c1cc2c(cc1Br)OCO2	-9	-3%	1%	-5%	-1%	10%	-9%	-20%	6
O=C(Nc1cccc(C(=O)O)c1)/C(=C\c1ccc2c(c1)OCO2)NC(=O)c1ccccc1	-11	-2%	11%	16%	10%	3%	16%	-29%	-19
Cc1cc(C(=O)NC2=NCCS2)c2ccccc2n1	5	-30%[inhibitor]	-3%	6%	-3%	-19%	3%	-3%	31
COC(=O)c1ccc(C2NC(=O)CCC2[N+](=O)[O-])cc1 (stereo unspecified)	-2	1%	-4%	10%	-10%	-13%	2%	-3%	-10
CC(C)(C)C1=CC(O)(c2ccccc2)C=C(C(C)(C)C)C1=O	10	-1%	5.2µM*	-27%	-1%	-28%	-14%	0%	6
Cn1nnnc1SCC(=O)NC(C)(C)C	8	3%	-1%	14%	5%	-8%	7%	?	10
O=C(NNC(=S)NCc1ccccc1)c1ccc(OC(F)F)cc1	-5	46%	15%	6%	1%	-18%	8%	-20%	0
COc1ccccc1CN1CCC(CNC(=O)c2cnn(-c3ccc(Cl)cc3)c2C2CCN(C(=O)OC(C)(C)C)CC2)CC1	-13	nt	nt	nt	16µM*	?	nt	?	nt

canonical_smiles	DRD3 agonist	SW480 rereplic	MCF10A rerep	HT1080-NT tox	KB-3-1 tox	GLP1R cytotox	HT1080 IDH1KD tx	KB-V1 cytotox	IL-1B inflam inh
COCCOC(=O)c1[nH]c2c(c1C)C(=O)CC(c1cc(OC)ccc1OC)C2 (stereo unspecified)	-9	13µM*	?	12µM*	8.2µM*	-15%	12µM*	?	36
COCCN1CC(O)=C(c2nc3ccccc3c(=O)[nH]2)C1=N	10	-12%	2%	19%	?	-2%	9%[9.24 µM]	-11%	-9
COc1ccccc1CNc1nc2cc(-c3ccc(OC)c(OC)c3)sc2c(=O)n1C	24	nt	nt	-24%	?	2%	-11%	9.2µM*	-19
COCCN1C(=O)c2oc3ccccc3c(=O)c2C1c1cccc(O)c1 (stereo unspecified)	2	-3%	11%	10%	7%	1%	15%	?	-8
CCOC(=O)C1=C[C@@H](c2ccccc2)N(S(=O)(=O)c2ccc(C)cc2)[C@H]1c1ccc(F)cc1	10	nt	nt	8%	-22%	9%	-1%	?	6
COc1cccc(/C=N/Nc2ncc(C(F)(F)F)cc2Cl)c1O	5	0.92µM*	1.5µM*	16µM*	?	?	9.2µM*	?	-6
CCCCN(C(=O)c1cccc(S(=O)(=O)N2CCN(C)CC2)c1)c1c(N)n(CCC)c(=O)[nH]c1=O	-3	0%	-1%	19%	-1%	5%	22%	1%	2
O=C(Oc1coc(CSc2nnc(NC(=O)c3cccs3)s2)cc1=O)c1ccccc1	3	-6%	?	-13%	19%	-9%	-30%	13%	5
COc1ccc(S(=O)(=O)N2CCN3CCCC3C2)cc1 (stereo unspecified)	-13	nt	nt	11%	5%	0%	23%	8%	22
CCN(CC)S(=O)(=O)c1ccc(C(=O)Nc2cc(C)on2)cc1	23	-26%	?	29%	0%	-10%	8%	2%	3
O=C(Nc1ccc2c(c1)OCO2)N1CCCc2ccccc21	23	-6%	3%	-28%	-4%	1%	-21%	-10%	-24
Cc1cc(N2CCCC2)ccc1NC(=O)COc1ccccc1	0	-97%[inhibitor]	11%	-23%	-2%	-13%	-3%	21%	-5
C=CCNc1nc(C(=O)OC(C)C(=O)c2ccc(C)cc2)cs1 (stereo unspecified)	-4	1%	-9%	0%	4%	2%	-11%	18%	37
Cc1ccccc1C(=O)c1cccn1CC(=O)NCc1cccc(Cl)c1	2&-4	-25%	-1%	12%	-2%	-3%&-2%	9%	1%	-6
COCCOC(=O)c1c(NC(=O)CSc2cccc[n+]2[O-])sc(C(N)=O)c1C	7	6%	-1%	5%	16%	-5%	-4%	-10%	3

canonical_smiles	DRD3 agonist	SW480 rereplic	MCF10A rerep	HT1080-NT tox	KB-3-1 tox	GLP1R cytotox	HT1080 IDH1KD tx	KB-V1 cytotox	IL-1B inflam inh
CCCn1c(SCC(=O)N2CCN(c3ccccc3)CC2)nc2ccccc2c1=O	8	-8%	16%	1%	2%	-19%	-5%	-1%	-1
COc1cccc(N=Nc2ccc3cccnc3c2O)c1	-21	2%	28%	-30%	-5%	-5%	?	-14%	26
CSCCC(=O)N(C)CC1CCCN(CCc2cccc(C(F)(F)F)c2)C1 (stereo unspecified)	-5	4%	9%	0%	?	-6%	4%	-20%	-7
CC(C)(C)c1ccccc1NC(=O)CN1C(=O)NC2(CCCCCC2)C1=O	-2	1%	-16%	9%	nt	21%	1%	nt	10
O=C(CN1C(=O)C(=O)N(Cc2ccccc2)C1=O)Nc1ccc(OC(F)F)cc1	3	-3%	2%	2%	17%	-17%	19%	?	-1
Cn1cccc1Cc1nnc(SCC(=O)Nc2cccc(F)c2)n1CCc1ccccc1	-10	-1%	14%	-1%	-17%	-2%	-14%	-8%	-21
COc1ccc(C(=O)N2CCCC(C)(C(=O)NS(=O)(=O)C3CC3)C2)c(OC)c1 (stereo unspecified)	2	nt	nt	21%	0%	0%	1%	3%	39
CN(Cc1ccc(F)cc1)S(=O)(=O)c1nnc(NC(=O)c2ccc(F)cc2)s1	14	nt	nt	nt	?	0%	nt	-8%	nt
COc1ccc(OC)c(C2NC(=O)NC(C)=C2C(=O)Nc2ccc(C)cc2C)c1 (stereo unspecified)	-2	0%	8%	3%	9%	3%	4%	6%	-2
Cc1ccc(NC(=O)Cn2c(=O)oc3ccccc32)cc1Cl	7&-15	-1%	-5%	-10%	3%	-1%&2%	-6%	16%	8
COc1ccc(OC)c(C(=O)CCCC(=O)c2cc(OC)ccc2OC)c1	-5	0%	-4%	-3%	27%	14%	-9%	-2%	0
O=C(COC(=O)c1cc(S(=O)(=O)N2CCOCC2)ccc1F)Nc1ccc2c(c1)OCO2	6	2%	-5%	6%	10%	2%	4%	4%	-12
CC(NC(=O)CSc1n[nH]c(-c2ccccc2)n1)c1nc2ccccc2n1C (stereo unspecified)	3	nt	nt	nt	7%	1%	nt	6%	nt
COc1cccc(-c2ccc(SCC(=O)N3CCOCC3)nn2)c1	1	-7%	-1%	-7%	-4%	8%	-9%	?	26
O=C(Nc1ccc(Cl)c(Cl)c1)c1ccccc1	7	-1%	?	1%	-8%	8%	11%	7%	-17

canonical_smiles	DRD3 agonist	SW480 rereplic	MCF10A rerep	HT1080-NT tox	KB-3-1 tox	GLP1R cytotox	HT1080 IDH1KD tx	KB-V1 cytotox	IL-1B inflam inh
COc1ccc(NC(=O)COC(=O)CNC(=O)c2cc(OC)c(OC)c(OC)c2)cc1	-28	-3%	1%	0%	7%	14%	7%	2%	23
CCc1ccc(-n2c(=O)c3c4c(sc3n(CC(=O)NC(C)CC)c2=O)CCCC4)cc1 (stereo unspecified)	7	nt	nt	nt	-3%	1%	nt	13%	nt
Clc1cccc(CN2CCSCC2)c1	-3	15%	1%	8%	9%	2%	2%	7%	5
CCC(CC)C(=O)N(C)c1c(C)nc2c(OCc3ccc(C(F)(F)F)cc3)cccn12	-13	nt	nt	?	0%	-12%	?	0%	?
COc1ccc(OCc2cc(C(=O)N(C)C3CCOCC3)no2)c2ccccc12	2	-7%	-1%	-1%	0%	-23%	-3%	0%	-8
CCOC(=O)c1[nH]c(=S)n(Cc2ccccc2)c1C(=O)OCC	-2	-1%	0%	0%	-1%	-2%	-6%	-4%	34
CC(=NNC(=S)Nc1cccc(Cl)c1)c1ccccn1	9	?	?	18µM*	?	?	?	?	-88*
Cc1ccccc1CN1C(=O)c2ccccc2Sc2ccc(C(=O)O)cc21	-10&4	-3%	0%	7%	-1%	2%&-12%	-5%	-4%	-3
COCCN1C(=O)CN(S(C)(=O)=O)CC1(C)C(=O)NC(C)C (stereo unspecified)	0	nt	nt	4%	-13%	0%	16%	3%	10
O=C(O)[C@H]1CCCC[C@H]1C(=O)Nc1ccc(Nc2ccccc2)cc1	-3	-2%	21%	1%	9%	-5%	-1%	-7%	-9
CCC(=O)Nc1cccc(C2=NOC3(C2)C[C@H](C(N)=O)N(C(=O)c2ccc(Cl)cc2)C3)c1 (stereo partly specified)	-26	16%[9.22 µM]	-7%	-1%	9%	3%	-2%	-25%	26
COc1ccc(C(=O)Nc2ccc(-c3cc4ccccc4oc3=O)c(C)c2)cc1Br	-10	nt	nt	nt	0%	3%	nt	?	nt
